RBX1-CUL1 inh: human ROC1-CUL1 E3 ligase inhibition; P62877+Q13616; in vitro K48 di-Ub FRET, acceptor:donor ratio, 45 min; inhibition, % at 10 µM; actives 0.6% (n = 140,000); AID 1347404; in the data active = inhibition above about 25%
Target sequence (P62877 whole entry, looked up): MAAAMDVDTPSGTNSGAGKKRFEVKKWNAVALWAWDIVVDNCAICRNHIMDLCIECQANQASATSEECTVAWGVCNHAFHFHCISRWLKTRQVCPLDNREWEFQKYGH
Target sequence (Q13616 whole entry, looked up): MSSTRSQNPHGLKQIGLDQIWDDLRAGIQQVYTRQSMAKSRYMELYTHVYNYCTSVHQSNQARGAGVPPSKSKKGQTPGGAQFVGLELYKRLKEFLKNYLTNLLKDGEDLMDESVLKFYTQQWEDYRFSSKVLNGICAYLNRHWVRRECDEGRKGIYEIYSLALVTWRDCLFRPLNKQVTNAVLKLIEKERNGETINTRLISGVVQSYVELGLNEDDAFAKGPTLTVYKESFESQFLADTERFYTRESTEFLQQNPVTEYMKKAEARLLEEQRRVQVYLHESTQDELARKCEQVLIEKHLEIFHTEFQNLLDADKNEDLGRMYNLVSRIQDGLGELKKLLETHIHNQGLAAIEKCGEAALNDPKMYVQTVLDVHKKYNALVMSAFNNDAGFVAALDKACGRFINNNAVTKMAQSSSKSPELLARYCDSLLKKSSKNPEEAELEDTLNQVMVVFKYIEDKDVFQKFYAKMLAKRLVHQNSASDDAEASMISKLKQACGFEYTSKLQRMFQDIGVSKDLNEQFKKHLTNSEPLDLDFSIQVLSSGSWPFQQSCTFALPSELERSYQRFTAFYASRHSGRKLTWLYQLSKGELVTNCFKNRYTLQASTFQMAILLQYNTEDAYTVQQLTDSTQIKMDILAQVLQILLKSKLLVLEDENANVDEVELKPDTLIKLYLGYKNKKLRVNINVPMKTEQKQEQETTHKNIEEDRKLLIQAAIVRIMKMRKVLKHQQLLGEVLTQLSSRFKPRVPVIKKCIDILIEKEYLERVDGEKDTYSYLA
* = called active by the depositor.

SMILES	RBX1-CUL1 inh
Cc1ccc(CCNc2nc3c(S(=O)(=O)c4ccc(C)cc4)nnn3c3ccsc23)cc1	-6
Cc1ccc(CNC(=O)C(=O)NCC(c2ccco2)S(=O)(=O)c2ccccc2)cc1 (stereo not drawn)	-3
CSc1nccc(Oc2cccnc2Cl)n1	3
O=C(Nc1ccccc1)NS(=O)(=O)c1cnccc1Sc1ccccc1Cl	-6
Cc1nc(-c2ccccc2)sc1CCNC(=O)c1ccco1	-1
CCCN1C(=O)C2(OCCCO2)c2ccccc21	11
C=CCSc1nnc2c(n1)OC(c1cccc(C)n1)Nc1ccccc1-2 (stereo not drawn)	-4
CC12CCC(c3nnc(SCC(=O)Nc4ccccc4)nc31)C2(C)C (stereo not drawn)	8
Cc1ccccc1-n1c(SCC(=O)O)nnc1-c1nnn(-c2ccccc2)c1C	-1
CSCC(=O)N1CCC(n2nccc2NC(=O)Nc2ccccc2Cl)CC1	9
O=C(NCc1ccccc1)C(Cc1c[nH]c2ccccc12)NC(=O)C(O)c1ccccc1 (stereo not drawn)	-1
CC(C)(C)c1ccc(C(=O)CC2(O)C(=O)N(CCc3ccccc3)c3ccccc32)cc1 (stereo not drawn)	-5
CCC1=NN(C(=O)c2ccncc2)C(O)(c2ccc(Br)cc2)C1 (stereo not drawn)	-1
COC(=O)C1C(C)=NC2=C(C(=O)CC(c3ccc(OC)cc3)C2)C1c1cc(OC)ccc1OC (stereo not drawn)	-8
CCOC(=O)C1C(=N)N(N)C(=S)C2=C1CCC2 (stereo not drawn)	10
CCOc1ccccc1CNC(=O)CCCN1C(=O)COc2ccc(C)cc21	8
Cc1n[nH]c(C)c1CCN(C)C(=O)c1cn(Cc2ccccc2F)nn1	9
CCCCn1c(-c2csc3ccccc23)n[nH]c1=S	-6
CCc1ccccc1NC(=O)CN1C(=O)COc2ccc(S(=O)(=O)N3CCCCCC3)cc21	-1
CC(C)(C)c1[nH]nc2c1[C@@H](c1ccccc1[N+](=O)[O-])C(C#N)C(=N)O2 (stereo partly drawn)	-4
CCOC(=O)Nc1nc[nH]c1[N+](=O)[O-]	-7
O=C1CCC(C(=O)N2CCN(CC3CCCC3)CC2)CN1Cc1ccc(Cl)cc1 (stereo not drawn)	3
CCn1c(CN2CCCCCC2)n[nH]c1=S	0
O=C(CSCc1ccccc1Cl)Nc1ccc(-c2nc3ccccc3[nH]2)cc1	-14
Cc1ccc(Cl)cc1NC(=O)c1ccc(Cl)c([N+](=O)[O-])c1	8

(list continues)
SMILES	RBX1-CUL1 inh
CCOC(=O)CC(=O)CSc1nc(N)c(C#N)c(-c2ccsc2)c1C#N	-14
COc1cc(OC)nc(-n2ncc(C(C)=O)c2C)n1	-9
O=C1N=C(Cc2ccsc2)C(=O)N1Cc1ccc(F)cc1	2
O=C(O)c1ccc(-c2ccccc2OC(F)(F)F)o1	3
C=CCn1c(-c2ccc(NS(C)(=O)=O)cc2)c[n+]2ccccc12	3
CC(C)(C)n1cnc2cc(NC(=O)c3cccs3)ccc21	-1
CN1CCN(c2nccc(-c3cnn(C)c3)n2)CC1CCO (stereo not drawn)	3
CC(=O)c1ccc(OS(=O)(=O)c2ccc([N+](=O)[O-])cc2)cc1	-3
NC(=O)CSCCN1CCCCC1	0
CCN(CC)C(=O)CN(c1ccccc1)S(=O)(=O)c1ccc(C)cc1	4
Cc1noc(-c2ccc(-c3noc(-c4ccccc4)n3)cc2)n1	-9
CS(=O)(=O)N(CC(=O)N1CCN(c2ccc(F)cc2)CC1)c1ccc(F)c(F)c1	-13
Cc1ncoc1C(=O)NC1CC(=O)N(Cc2ccccc2C(F)(F)F)C1 (stereo not drawn)	-5
Cc1cc(F)ccc1Nc1nc2ccc(Cl)cc2n2cnnc12	-6
COC(=O)c1c(-n2c(C)cc(/C=C3/C(=O)N(c4ccccc4)N=C3C)c2C)sc2c1CCCC2	-5
Cc1cccc(-n2ncc(C(=O)N3CCOCC3)c2C2CCN(C(=O)OC(C)(C)C)CC2)c1	11
Cc1cc(C)cc(-n2c(SCC(N)=O)nc3c(oc4ccccc43)c2=O)c1	-1
COc1cc(OC)c(NC(=O)CC(C)C)cc1Cl	2
Cc1cccn2c(=O)c3cc(C(=O)NC4CCCCC4)c(=N)n(CCOCCO)c3nc12	4
O=C(N/N=C/c1ccc(Cl)cc1)c1cc(-c2c[nH]c3ccccc23)on1	-5
Clc1ccc(-c2csc(NCc3ccco3)n2)cc1	-2
C/C(=N\NC(=O)c1cc(C)[nH]n1)c1ccccc1O	3
Cn1c(NCCCCO)nc2c1c(=O)n(Cc1ccc(Cl)cc1)c(=O)n2C	4
CCOCc1nnc(NC(=O)Cc2ccc(Br)cc2)s1	-2
Cc1cccc(C2C(=O)C(=O)N(c3ccc(F)cc3)C2C(=O)c2cccc(C(=O)O)c2)c1 (stereo not drawn)	9

Structural class, the compounds so far with two or more sulfur atoms (4)
SMILES	RBX1-CUL1 inh
Cc1ccc(CCNc2nc3c(S(=O)(=O)c4ccc(C)cc4)nnn3c3ccsc23)cc1	-6
O=C(Nc1ccccc1)NS(=O)(=O)c1cnccc1Sc1ccccc1Cl	-6
CCCCn1c(-c2csc3ccccc23)n[nH]c1=S	-6
CCOC(=O)CC(=O)CSc1nc(N)c(C#N)c(-c2ccsc2)c1C#N	-14

At a glance, some entries already given:
SMILES	RBX1-CUL1 inh
CCOC(=O)C1C(=N)N(N)C(=S)C2=C1CCC2 (stereo not drawn)	10
CCOc1ccccc1CNC(=O)CCCN1C(=O)COc2ccc(C)cc21	8
Cc1n[nH]c(C)c1CCN(C)C(=O)c1cn(Cc2ccccc2F)nn1	9
CCCCn1c(-c2csc3ccccc23)n[nH]c1=S	-6
CCc1ccccc1NC(=O)CN1C(=O)COc2ccc(S(=O)(=O)N3CCCCCC3)cc21	-1
CC(C)(C)c1[nH]nc2c1[C@@H](c1ccccc1[N+](=O)[O-])C(C#N)C(=N)O2 (stereo partly drawn)	-4
CCOC(=O)Nc1nc[nH]c1[N+](=O)[O-]	-7
O=C1CCC(C(=O)N2CCN(CC3CCCC3)CC2)CN1Cc1ccc(Cl)cc1 (stereo not drawn)	3
CCn1c(CN2CCCCCC2)n[nH]c1=S	0
O=C(CSCc1ccccc1Cl)Nc1ccc(-c2nc3ccccc3[nH]2)cc1	-14
Cc1ccc(Cl)cc1NC(=O)c1ccc(Cl)c([N+](=O)[O-])c1	8
CCOC(=O)CC(=O)CSc1nc(N)c(C#N)c(-c2ccsc2)c1C#N	-14
COc1cc(OC)nc(-n2ncc(C(C)=O)c2C)n1	-9
O=C1N=C(Cc2ccsc2)C(=O)N1Cc1ccc(F)cc1	2
O=C(O)c1ccc(-c2ccccc2OC(F)(F)F)o1	3
C=CCn1c(-c2ccc(NS(C)(=O)=O)cc2)c[n+]2ccccc12	3
CC(C)(C)n1cnc2cc(NC(=O)c3cccs3)ccc21	-1
CN1CCN(c2nccc(-c3cnn(C)c3)n2)CC1CCO (stereo not drawn)	3
CC(=O)c1ccc(OS(=O)(=O)c2ccc([N+](=O)[O-])cc2)cc1	-3
NC(=O)CSCCN1CCCCC1	0
CCN(CC)C(=O)CN(c1ccccc1)S(=O)(=O)c1ccc(C)cc1	4
Cc1noc(-c2ccc(-c3noc(-c4ccccc4)n3)cc2)n1	-9
CS(=O)(=O)N(CC(=O)N1CCN(c2ccc(F)cc2)CC1)c1ccc(F)c(F)c1	-13
Cc1ncoc1C(=O)NC1CC(=O)N(Cc2ccccc2C(F)(F)F)C1 (stereo not drawn)	-5
Cc1cc(F)ccc1Nc1nc2ccc(Cl)cc2n2cnnc12	-6
COC(=O)c1c(-n2c(C)cc(/C=C3/C(=O)N(c4ccccc4)N=C3C)c2C)sc2c1CCCC2	-5
Cc1cccc(-n2ncc(C(=O)N3CCOCC3)c2C2CCN(C(=O)OC(C)(C)C)CC2)c1	11
Cc1cc(C)cc(-n2c(SCC(N)=O)nc3c(oc4ccccc43)c2=O)c1	-1
COc1cc(OC)c(NC(=O)CC(C)C)cc1Cl	2
Cc1cccn2c(=O)c3cc(C(=O)NC4CCCCC4)c(=N)n(CCOCCO)c3nc12	4
O=C(N/N=C/c1ccc(Cl)cc1)c1cc(-c2c[nH]c3ccccc23)on1	-5
Clc1ccc(-c2csc(NCc3ccco3)n2)cc1	-2
C/C(=N\NC(=O)c1cc(C)[nH]n1)c1ccccc1O	3

(listing goes on)
SMILES	RBX1-CUL1 inh
O=[N+]([O-])c1ccc(/C=N/Nc2nc3c(s2)CCCC3)cc1	0
COc1ccc(NC(=O)Cc2csc(C)n2)cc1	-5
Cc1ccc(N2C(=O)C3C4C=CC(C5CC45)C3C2=O)cc1[N+](=O)[O-] (stereo not drawn)	6
CCOC(=O)c1c(NC(=O)c2ccccc2OCC)sc2c1CCC(CC)C2 (stereo not drawn)	6
CCOc1cc(/C=N/NC(=O)c2ccncc2)cc(Cl)c1OS(C)(=O)=O	-4
CCOc1cccc2c1Oc1nc(-c3ccccc3)nc(SCC(=O)Nc3ccc(F)cc3)c1C2	-10
COCCN1CCc2nc(SCC(=O)Nc3ccc(C)c(Cl)c3)[nH]c(=O)c2C1	-2
CS(=O)(=O)NCCOc1ccc(S(=O)(=O)N2CCOCC2)cc1	-2
CC(C)(C)C(=O)Nc1ccccc1	6
C=CCNc1nnnn1-c1ccccc1	-3
Cc1ccc(-c2nc3cc(N)ccc3n2C)o1	-2
CCOC(=O)c1cn(Cc2c(C)c(C)c(C)c(C)c2C)nn1	3
CCCCn1c(=O)c2c(nc3n(-c4ccc(O)cc4)c(C)cn23)n(C)c1=O	8
Cc1nc2scc(-c3ccc(Cl)cc3)c2c(=O)n1N	2
COc1cc(OC)c(NS(=O)(=O)c2ccc3oc(=O)c4ncn(C)c4c3c2)cc1Cl	-10
Cc1ccc(NC(=O)c2cccc(C(=O)Nc3ccc(C)cn3)n2)nc1	14
COc1cccc(C(C)N(C)Cc2cnc(S(C)(=O)=O)n2CC2CCCCC2)c1 (stereo not drawn)	0
CC(=O)Nc1c(C)nn(-c2ccccc2)c1N1CCC(C(=O)Nc2ccccc2F)CC1	2
CN1CCN(C2CC(=O)N(c3ccc(N4CCOCC4)cc3)C2=O)CC1 (stereo not drawn)	3
CC1=NN(C(=O)Cn2nc(C)cc2C)C(O)(C(F)(F)F)C1 (stereo not drawn)	-3
O=C(O)C1CC2CCCC(C1)C2=O (stereo not drawn)	4
COc1ccccc1C(=O)N[C@@H]1c2ccccc2C2(CCN(Cc3cc(F)cc(F)c3)CC2)[C@H]1OC	2
CN1CCN(C(=O)CCC2CCCN(CCc3ccccc3)C2)CC1 (stereo not drawn)	10
CC1(c2ccccc2)C2C(=O)NC(=O)C1C(=O)NC2=O (stereo not drawn)	3
COc1cc(CC2(CCC(=O)N3CCC(Oc4cccc(Cl)c4)CC3)CCC(=O)N2)ccc1F (stereo not drawn)	-9

(continued)
SMILES	RBX1-CUL1 inh
Cc1ccccc1C(=O)n1nc(-c2cccnc2)nc1NCc1ccc(F)cc1	2
CCCCS(=O)(=O)c1oc(-c2ccc(F)cc2)nc1S(=O)(=O)c1ccc(C)cc1	1
O=C(CCc1cccnc1)N1CCC(C2CCN(Cc3cccnc3)CC2)C1 (stereo not drawn)	-6
COc1cc(C2C3=C(CC(C)(C)CC3=O)N(c3sc4c(c3C#N)CCCCC4)C(=N)C2C#N)cc(OC)c1OC (stereo not drawn)	5
COCCCNC(=O)NC(=O)c1ccccc1	-4
CCOC(=O)c1nc(NC(C)=O)n[nH]1	0
Cc1cc(NS(C)(=O)=O)no1	4
Cc1cc(NC(=O)CSc2ccccc2C(=O)O)no1	-5
CCC(CC)C(=O)Nc1cccc(/C(C)=N/NC(=O)c2csc3ccccc23)c1	4
CCOC(=O)c1ccc(NC(=O)C(Cc2ccco2)=NC(=O)c2cccc(Br)c2)cc1	1
Cc1oc(C)c2c(=O)cc(-c3ccc4c(c3)OCO4)cc(OC(=O)c3ccc(Cl)cc3)c12	-6
O=C(Nc1cc(Oc2ccccc2)cc(Oc2cccnc2)c1)c1nc2nc(-c3cccs3)cc(C(F)(F)F)n2n1	-7
CSc1nc2c3ccccc3n(C(C)=O)c2n1Cc1ccccc1	0
S=C1C(=Nc2ccccc2)n2c(nc3ccccc32)N1c1ccccc1	-1
COn1c(-c2ccccc2)nc2c1CCc1c-2no[n+]1[O-]	-4
COC(=O)C(=C\c1cc2ccccc2s1)/C=C(\C(=O)OC)c1cc2ccccc2s1	-15
CCOc1ccccc1/C=C1\N=C(c2ccccc2F)OC1=O	-3
Cc1ccccc1NC(=O)CN1CCN(c2cccc(C(F)(F)F)c2)CC1	7
CN(C)C=Nc1c(C#N)c2n(c1C(=O)c1ccccc1)CCC2	9
Cc1ccsc1CN(C(=O)COc1ccccc1Cl)C1CCS(=O)(=O)C1 (stereo not drawn)	-2

These rows are one share of the data; rates above refer to the full screens.
